S1P3 antag = antagonists of human S1P3 receptor; Q99500; CHO S1P3 NFAT-BLA reporter, FRET fluorescence, antagonist mode; inhibition, % at 4.98 µM; actives 0.27% (n = 170,000); AID 485;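 active = inhibition above the plate cutoff, the mean inhibition of test wells on that plate plus 3 SD, cut at about 28% in these data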;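 also: cells challenged with S1P at its EC80 of 0.8 µM; blue over green emission ratio from cleaved BLA substrate after 4 h stimulation; 0% = S1P-stimulated wells and 100% = unstimulated DMSO-only wells; some compounds past the cut are filed as inactive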
Target sequence (Q99500 whole entry, looked up): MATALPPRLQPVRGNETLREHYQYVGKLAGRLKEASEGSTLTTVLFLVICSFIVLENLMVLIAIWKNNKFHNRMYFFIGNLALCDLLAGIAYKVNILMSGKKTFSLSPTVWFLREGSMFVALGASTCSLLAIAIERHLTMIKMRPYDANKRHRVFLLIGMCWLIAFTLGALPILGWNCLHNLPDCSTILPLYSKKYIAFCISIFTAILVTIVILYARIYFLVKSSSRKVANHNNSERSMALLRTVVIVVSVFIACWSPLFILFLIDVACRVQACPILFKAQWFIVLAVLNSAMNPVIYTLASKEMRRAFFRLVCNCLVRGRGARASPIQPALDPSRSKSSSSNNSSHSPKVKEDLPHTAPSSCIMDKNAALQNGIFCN
Active calls of the source: *. An excerpt, so the mix of outcomes need not match the whole.

SMILES,S1P3 antag
Cc1cccc2nc(COc3ccc4ccccc4c3Br)cn12,17
CC(=O)c1ccc(-n2c(=O)[nH]c(=O)c3c(N)c(C(=O)c4ccc(Cl)cc4)sc32)cc1,-5
COC(=O)C1CCN(C(=O)c2cc3c(=O)n4cccc(C)c4nc3n2Cc2ccccc2)CC1,8
CCOc1ccc2c(c1)C(=O)c1cc(OCC(=O)O)ccc1-2,-6
Cc1ccccc1NC(=O)Oc1cccc(OC(=O)c2ccccc2)c1,-3
COc1ccc(C2=NN(C(=O)CCCC(=O)O)C(c3cn(-c4ccccc4)nc3-c3ccccc3)C2)cc1 (stereo not drawn),1
COc1ccc(-c2nnc(NC(=O)c3cccs3)s2)c(OC)c1,-7
CCCCOC(=O)c1cccnc1,-5
COC(=O)c1cccc(CN2C(=O)SC(Nc3ccc(C)cc3)C2=O)c1 (stereo not drawn),-1
COc1ccc(NCC(=O)n2c(C)c(C)c3ccccc32)cc1OC,3
Cc1ccc(Cn2nc(C)cc2C(=O)Nc2ccc(Cl)cc2)cc1,5
C=C(C)CNC(=S)N/N=C/c1ccco1,0
CN(C)/C=C1/C=C(C=O)OC1=O,-3
C=CCn1c(SCc2ccccc2Cl)nnc1-c1sc2nc(C)cc(C)c2c1N,0
O=C1/C(=C/c2cccnc2)SC(=S)N1CCc1ccccc1,-1
S=c1[nH]nc(-c2cc(-c3ccccn3)nc3ccccc23)o1,-5
Cc1ccc(N2C(=O)CS/C2=N\C(=S)Nc2ccccc2)cc1,-4
Cc1nc(=S)c2c([nH]1)-c1ccccc1CC21CCCCC1,-5
COc1ccccc1NC(=S)N(CCN(C)C)C(C)c1ccncc1 (stereo not drawn),-4
COCCCNC(=O)/C(C#N)=C1\N=C(NC(=O)c2cccs2)c2ccccc21,-1

Given with each value named: 4 of the compounds above
COc1ccc(C2=NN(C(=O)CCCC(=O)O)C(c3cn(-c4ccccc4)nc3-c3ccccc3)C2)cc1 (stereo not drawn)
- S1P3 antag: 1
COc1ccc(-c2nnc(NC(=O)c3cccs3)s2)c(OC)c1
- S1P3 antag: -7
CCCCOC(=O)c1cccnc1
- S1P3 antag: -5
COC(=O)c1cccc(CN2C(=O)SC(Nc3ccc(C)cc3)C2=O)c1 (stereo not drawn)
- S1P3 antag: -1

Back to the main list, starting 3 compounds before the break.
SMILES,S1P3 antag
Cc1nc(=S)c2c([nH]1)-c1ccccc1CC21CCCCC1,-5
COc1ccccc1NC(=S)N(CCN(C)C)C(C)c1ccncc1 (stereo not drawn),-4
COCCCNC(=O)/C(C#N)=C1\N=C(NC(=O)c2cccs2)c2ccccc21,-1
COCCCNC(=S)N1CCN(C)CC1,-31
Cc1ccc(C2N=C(N)Nc3nc(=O)c4ccccc4n32)cc1 (stereo not drawn),-9
O=C(Cc1ccc(Cl)cc1)Nc1ccc2oc(=O)ccc2c1,6
CCNC(=O)NC(=O)C(C)OC(=O)[C@H](C)NS(=O)(=O)c1c(C)c(C)cc(C)c1C (stereo partly drawn),7
N=c1c(C(=O)NC2CCCCC2)cc2c(=O)n3ccccc3nc2n1CCN1CCOCC1,8
Cc1ccc(-n2c(SCC(=O)N/N=C/c3ccccc3C(=O)O)nnc2-c2ccc(Cl)cc2)cc1,-3
N#Cc1cc2c(=O)n3ccccc3nc2n(Cc2cccnc2)c1=O,-15
CSc1nc(N)n(-c2cc(C(F)(F)F)ccn2)n1,-3
Clc1ccc(-c2c(C3=NCCCN3)nnn2-c2ccc(Cl)cc2)cc1,-1
CCN(CC)CCNC(=O)C(=O)Nc1ccc(C(=O)OC)cc1,6
Cc1ccc(-c2nc3ccccc3nc2NN)cc1,-6
CC(C)NC(=O)NNC(=O)Cn1nnc(-c2cccc(Cl)c2Cl)n1,-5
CCOC(=O)Cc1cc(=O)n2[nH]c(C(C)(C)C)cc2n1,-3
Cc1cc(C)c(NC(=O)CN2C(=O)NC(Cc3ccccc3)C2=O)c(C)c1 (stereo not drawn),-12
Cc1cccn2c(=O)c3cc(C(=O)NCc4ccco4)c(=N)n(CCc4ccccc4)c3nc12,-5
CC(=O)Nc1ccc(NC(=O)C(C)OC(=O)C2CCN(S(=O)(=O)c3cccs3)CC2)cc1 (stereo not drawn),-14
O=S(=O)(c1cccc2cccnc12)N1CCCc2ccccc21,7
CCOC(=O)c1c(C)[nH]c(N=Nc2ccccc2Cl)c1C,-11
Nc1c(C(=O)c2ccccc2)sc2nsc(SCCN3CCOCC3)c12,0
CN(c1ccccc1)S(=O)(=O)c1cccc(C(=O)Nc2ncn[nH]2)c1,-3

(further entries)
SMILES,S1P3 antag
Cc1ccc(S(=O)(=O)Nc2nc(C)c(C(=O)NN)s2)cc1,2
Cn1c(NC(=O)c2ccccc2F)c(-c2cccs2)c(=O)c2ccccc21,-13
Cn1c2c(c(=O)n(C)c1=O)C(c1cccc(F)c1)C(C#N)=C(N)O2 (stereo not drawn),-9
Cc1ccc(C(=O)NC2=NCCS2)cc1,12
O=C(Nc1ccc(Cl)cc1)Nc1ccc(C(=O)N2CCOCC2)cc1,2
COc1ccc(Cl)cc1NC(=O)Nc1cn(C)nc1C,4
CN(C)S(=O)(=O)c1ccc(Cl)c(NC(=O)COC(=O)CCC(=O)c2cccs2)c1,-10
CC/C(=N\NC(N)=O)c1ccc(OC)c(OC)c1,-10
NS(=O)(=O)c1ccc(NC(=O)COc2ncnc3sccc23)cc1,-6
COc1ccc(C(=O)NCCc2cn3ccccc3n2)cc1,8
COc1ccc(NC2=CC(c3ccccc3)N(c3ccc(OC)cc3)C2=O)cc1 (stereo not drawn),-4
O=C1C2C(C(=O)N1CCN1CCN(Cc3ccc([N+](=O)[O-])cc3)CC1)[C@H]1C=C[C@@H]2C1 (stereo partly drawn),-8
CC12CN(C(=O)c3ccc([N+](=O)[O-])cc3)CC(C)(CN(C(=O)c3ccc([N+](=O)[O-])cc3)C1)C2=O,-6
O=C(Nc1cc(Cl)cc(Cl)c1)N1CCCC1,0
Cc1ccc(/C=N/NC(=O)C[n+]2ccccc2)s1,2
Cc1ccc(N=C(N)N=C(N)N)cc1,6
Oc1c(Br)cc(/C=N/NC(=S)NCC2CCCO2)cc1Br (stereo not drawn),1
COc1ccc(-c2c[n+]3c(n2-c2ccccc2)SCC3)cc1,8
Cn1ncc2c(Nc3cccc(Cl)c3)nc(Nc3cccc(Cl)c3)nc21,-2
Cc1cccc2cc(CN(C(=O)c3cccc([N+](=O)[O-])c3)C(C)C)c(=O)[nH]c12,1

New compounds follow
structure | S1P3 antag
Cc1ccc(C)c2nc(SCC(=O)Nc3ccc4c(c3)OCO4)c(C#N)cc12 | -1
CC(=O)NCC1COc2ccccc2O1 (stereo not drawn) | -3
O=S(=O)(Nc1ccc(-c2cnco2)cc1)c1ccccc1 | -1
Cc1ccsc1/C=N/NC(=O)c1ccc2c(c1)OCCO2 | -11
Cc1ccc(S(=O)(=O)CCC#N)cc1 | -10
Cc1ccc(S(=O)(=O)CCN2C=CC(C(F)(F)F)=NCC2)cc1 | -13
Oc1cc(OCc2ccccc2)ccc1-c1[nH]ncc1-c1ccccc1 | -17
COc1ccc(OC)c(-c2nc3ccccc3nc2-c2ccccc2)c1 | 5
O=C(O)COc1ccccc1/C=N/NC(=O)CSc1nc2ccccc2s1 | -3
COc1ccc(-n2c(O)c(C=NCc3ccccn3)c3ccccc3c2=O)c(OC)c1 | 7
O=C(CSc1nnnn1-c1ccccc1)c1ccc(O)cc1O | -8
CN(C)S(=O)(=O)c1ccc(S(=O)(=O)N(Cc2ccccn2)Cc2ccco2)cc1 | 8
COc1ccc(/C=C(\C#N)c2cc(OC)c(OC)cc2[N+](=O)[O-])cc1 | -10
CCOc1ccc2nc(N3CCC(C(=O)N4CCN(c5ncccn5)CC4)CC3)sc2c1 | -32
Nc1ncc([N+](=O)[O-])cc1Br | -2

Ordered by molecular weight (largest number first): some entries from above
structure | S1P3 antag
CCOc1ccc2nc(N3CCC(C(=O)N4CCN(c5ncccn5)CC4)CC3)sc2c1 | -32
COc1ccc(-n2c(O)c(C=NCc3ccccn3)c3ccccc3c2=O)c(OC)c1 | 7
Oc1cc(OCc2ccccc2)ccc1-c1[nH]ncc1-c1ccccc1 | -17
COc1ccc(/C=C(\C#N)c2cc(OC)c(OC)cc2[N+](=O)[O-])cc1 | -10
O=S(=O)(Nc1ccc(-c2cnco2)cc1)c1ccccc1 | -1

New compounds follow:
structure | S1P3 antag
O=C(NCc1ccccn1)C(=O)N/N=C/c1ccccc1O | -1
Cc1cc(C)nc(N2N=C(C(F)(F)F)CC2=O)n1 | 2
O=S(=O)(c1ccc(Cl)cc1)N1CCCN(c2nc3ccc(Cl)cc3s2)CC1 | -11
CCc1nnc(NC(=O)c2nn(-c3ccccc3)nc2C)s1 | 1
COc1ccc(Cn2cccc(NC(=O)Nc3cccc(OC)c3)c2=O)cc1 | 3
COC(=O)c1c(NC(=O)CSc2nc3c(c(=O)n(C)c(=O)n3C)n2C(C)C)sc(C)c1C | -2
O=C(NC(=S)Nc1cccc(O)c1)c1ccco1 | -4
COc1ccc(NC(=O)CSc2nncs2)cc1S(N)(=O)=O | 6
O=C(COC(=O)c1ccc(=O)[nH]c1)Nc1cccc(S(=O)(=O)N2CCOCC2)c1 | -2
O=C(CC1SC(=O)N(c2ccccc2)C1=O)Nc1ccc(Cl)cc1 (stereo not drawn) | -7
O=C(/C=C/c1cc(Br)ccc1O)c1ccco1 | -5
COc1ccc(NC(=O)Nc2cccc(Cl)c2Cl)c(OC)n1 | -2
COc1ccc2c(n1)Sc1nc3ccccc3nc1N2 | 11
Cc1c(C(=O)N(Cc2ccccc2)Cc2cccs2)cnn1-c1ccc(Cl)cc1 | -8
O=C(c1cccs1)N1CCCC(c2nc3c(nnn3Cc3ccccc3)c(=O)[nH]2)C1 (stereo not drawn) | -1

New compounds follow.
structure | S1P3 antag
Cc1ccc(N(Cc2cc3ccc(C)cc3[nH]c2=O)C(=O)c2ccco2)cc1 | -3
COc1ccc2c(c1)CCc1c-2nc2ccccc2c1N1CCOCC1 | 2
CCCC(=O)Nc1ccc(NC(=O)c2ccccc2)nc1 | -7
Cc1cc(NC(=O)CSc2nc3ccccc3[nH]2)n(-c2ccccc2)n1 | 2
O=C(Nc1ccccc1)C1CC(=O)n2c(nc3ccccc32)N1 (stereo not drawn) | 9
COc1ccc(OCC(O)CNC(=O)c2c(-c3ccccc3)noc2C)cc1 (stereo not drawn) | -1
Cc1cc(C)nc(S/C=C/C(=O)c2ccccc2)n1 | -12
Fc1ccc(CN2CCCN(C(=S)Nc3ccc(F)cc3)CC2)cc1 | 6
CCOC(=O)c1c(C)oc(C)c(C(=O)OCC)c1=O | 7
Cc1ccc(N=C2NC(=O)/C(=C/c3cccnc3)S2)cc1C | 7
N#C/C(=C\c1cccc(Cl)c1)C(=O)c1ccccc1 | -1
CCOC(=O)c1cc(C)nc(N2CCCCC2)c1C#N | -9
N#Cc1ccc(NCCc2ccccn2)c([N+](=O)[O-])c1 | 3
CC1=CC2=NC(=O)/C(=C/c3coc4ccccc4c3=O)C(=N)N2O1 | -6
COc1ccc(C(O)c2nc3ccccc3n2C(C)C)cc1 (stereo not drawn) | 8

Remaining list, next part.
structure | S1P3 antag
CCCn1cnc2c(=S)nc(N)[nH]c21 | -11
Cc1cc(C(=O)N2CCC(C(=O)O)CC2)c(C(F)(F)F)o1 | 0
CC(=O)Nc1ccc(S(=O)(=O)NC2CCS(=O)(=O)C2)cc1Cl (stereo not drawn) | -1
Cc1ccc(/C=N/Nc2cc(C)nc(NCc3ccccc3)n2)cc1 | 17
COc1ccc(N=C2SC(C(N)=O)CC(=O)N2Cc2ccc3c(c2)OCO3)cc1 (stereo not drawn) | 3
COC(=O)c1cc(-n2cccc2)ccc1N1CCOCC1 | -8
NC(N)=NN=C1CCCCCCCCCCC1 | 1
Cc1ccccc1NC(=O)c1c(C)cc(=O)oc1C | 0
Cc1ccc(NNC(=O)c2cccs2)cc1Cl | 12
OCc1nnn(-c2ccccc2)c1CO | -1
Cn1c(N)c(C(=O)COC(=O)C2=NNC(=O)CC2)c(=O)n(C)c1=O | -17
CC(C)Oc1ccc(CC(=O)NNC(=S)Nc2ccccc2)cc1 | 4
COc1ccc2sc(NC(=O)NC(=O)c3c(Cl)cccc3Cl)nc2c1 | 3
C=CCOc1ccc(/C=C2\SC(=S)N(CCC(=O)O)C2=O)cc1 | 10
O=[N+]([O-])c1ccc2nc(-c3ccccn3)[nH]c2c1 | -4

The list continues:
structure | S1P3 antag
COc1ccc2c(c1)c(C(=O)N/N=C/c1ccc(Cl)cc1)c(C)n2C | -1
O=C(Nc1ccc(OC(F)(F)F)cc1)c1ccc(S(=O)(=O)N2CCOCC2)o1 | -3
COC(=O)c1cccc(CN2C(=O)SC(Nc3ccccc3)C2=O)c1 (stereo not drawn) | -12
O=C(Oc1c(-c2ccccc2)c(=O)n2c3c(cccc13)CC2)c1ccc(F)cc1 | 3
C=CCn1c(=S)sc2c(=O)[nH]c(C)nc21 | -16
CN1CCN(c2ccc(CNC(=O)c3cc4ccccc4o3)cc2)CC1 | -4
COc1ccc(/C=C(\C#N)C(=O)NCC(c2ccc(F)cc2)N2CCOCC2)cc1 (stereo not drawn) | 12
Cc1ccnc(NC(=O)c2ccc3c(c2)S(=O)(=O)c2ccccc2C3=O)c1 | -3
COCCn1c(CN2CCN(c3ccccc3F)CC2)nc2c1c(=O)n(C)c(=O)n2C | -10
CCc1cc2c(=O)c(-c3nc4ccccc4[nH]3)coc2c(CN2CCCCC2C)c1O (stereo not drawn) | 7
OC(COc1cccc2ccccc12)CN1CCN(c2ccccc2Cl)CC1 (stereo not drawn) | -20
C/C(CC(C)C)=N\Oc1nc(C)cc(C)n1 | -16
COC(=O)N/N=C/c1cn(CCOc2ccccc2)c2ccccc12 | 6
FC(F)(F)c1nc(SCc2ccc(Cl)cc2Cl)n[nH]1 | -2
COc1ccc(Cc2nnc(NC(=O)C(C)C)s2)cc1 | -5

(list continues)
structure | S1P3 antag
OCC1(Cc2ccc(Cl)cc2)CCN(Cc2ccc(F)c(F)c2)CC1 | -11
CC(=O)NC(CSc1cc(C)nc2ccc(Br)cc12)C(=O)O (stereo not drawn) | -6
Cc1ccc2cc(C3CC(c4cccs4)=NN3S(C)(=O)=O)c(Cl)nc2c1 (stereo not drawn) | 2
O=C(O)c1ccccc1C(=O)Nc1ccc(-n2nc(C(F)(F)F)cc2C(F)(F)F)cc1 | -11

From PubChem
